Source: PubChem
Rad51 HR inh – Rad51 (human) homologous recombination inhibition; Q06609; hRad51 DNA strand exchange, fluorescence dequenching; inhibition, % at 10 µM; actives 0.085% (n = 200,000);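 active means inhibition above 40% at the single screening dose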;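 further: 0% = DMSO control wells and 100% = blanks with heterologous ssDNA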
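Material: Human Rad51 nucleoprotein filaments preassembled on unlabelled ssDNA | Also added: Labelled 47-mer dsDNA for strand exchange | Dosing: Single dose, 10 µM final compound | Schedule: 30-min compound preincubation and 15-min exchange, both room temperature | Technique: Fluorescence dequenching at 485/520 nm | Measure: Percent inhibition relative to plate controls and blanks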
eIF4E 4G PPI – eIF4E/eIF4G interaction inhibition in translation initiation. TR-FRET eIF4E-eIF4GI(517-606) binding, 2 h. inhibition, % at 21.7 µM. actives 0.37% (n = 220,000);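 active means inhibition above about 30%, limit read from the data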;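 further: 0% = full FRET control wells and 100% = background wells lacking eIF4GI fragment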
EP2 antag – EP2 receptor (human) inhibition. P43116. C6 glioma cells expressing human EP2, cAMP TR-FRET; cells stimulated with saturating PGE2. inhibition, % at 25 µM. actives 0.52% (n = 260,000). AID 1422;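 active means percent inhibition above 40 after rounding to a whole number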;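 further: rat C6 glioma host cells with rolipram phosphodiesterase inhibitor present; the protocol text gives 20 µM as final concentration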
zVAD death inh – L929 zVAD cell death inhibition; AID 1377; actives 0.38% (n = 220,000); viability rescue, % at 10 µM; L929 zVAD necroptosis rescue, ATP luminescence, 24 h; with zVAD 60 µM;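 active means activation, scaled between plate controls, above about 75%, limit read from the data; inactive means activation under that limit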;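 further: 0% = zVAD with DMSO and 100% = DMSO alone without zVAD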
EP2 modulator – EP2 receptor (human) modulation | induction, % at 25 µM | actives 0.83% (n = 260,000) | P43116 | EP2-expressing cells, cAMP HTRF FRET, PGE2 co-stimulation;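 active means compounds whose cAMP rise, as percent of the full-agonist control response, exceeds 60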;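 further: rat C6 glioma line stably carrying human EP2 under a CMV promoter; the protocol text gives 20 µM as final concentration; 100% = response of wells given 1 µM PGE2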
14-3-3 Bad PPI – disrupts binding of bovine 14-3-3 zeta to phospho-Bad peptide | TR-FRET 14-3-3zeta/Dy647-pBad peptide displacement, 1 h | inhibition, % at 21.7 µM | actives 0.71% (n = 220,000);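 active means inhibition above about 70%, limit read from the data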;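 further: 0% = full 14-3-3 plus peptide FRET controls and 100% = background without 14-3-3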
Target sequence (P63103 whole entry, looked up): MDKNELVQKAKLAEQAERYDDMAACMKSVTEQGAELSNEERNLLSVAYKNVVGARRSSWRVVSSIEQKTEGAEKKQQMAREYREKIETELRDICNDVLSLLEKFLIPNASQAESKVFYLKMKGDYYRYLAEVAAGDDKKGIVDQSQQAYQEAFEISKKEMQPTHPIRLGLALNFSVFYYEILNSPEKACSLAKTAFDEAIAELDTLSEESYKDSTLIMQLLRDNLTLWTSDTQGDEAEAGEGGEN
m-calpain inh – inhibitors of pig calpain II; purified calpain II, fluorogenic peptide substrate, 30 min; inhibition, % at 16 µM; actives 0.37% (n = 220,000); AID 1236;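 active means inhibition above about 50%, limit read from the data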
Tb hexokinase – blocks Trypanosoma brucei hexokinase 1 activity; inhibition, % at 10 µM; AID 1430; recombinant TbHK1, G6PDH-coupled NADH A340; actives 0.11% (n = 220,000);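 active means inhibition of 50% or more in the single-dose primary screen; inactive means inhibition below 50%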
Hck-Nef inh – blocks Nef-activated human Hck kinase | AID 463187 | inhibition, % at 20 µM | P08631 | Recombinant Hck-YEEI plus Nef, Z-Lyte FRET kinase assay | actives 0.68% (n = 220,000);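 active means Hck-Nef kinase inhibition above about 50%, limit read from the data; inactive means inhibition below that limit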;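 further: 0% = DMSO with Hck plus Nef and 100% = Hck alone without Nef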
Target sequence (P08631 whole entry, looked up): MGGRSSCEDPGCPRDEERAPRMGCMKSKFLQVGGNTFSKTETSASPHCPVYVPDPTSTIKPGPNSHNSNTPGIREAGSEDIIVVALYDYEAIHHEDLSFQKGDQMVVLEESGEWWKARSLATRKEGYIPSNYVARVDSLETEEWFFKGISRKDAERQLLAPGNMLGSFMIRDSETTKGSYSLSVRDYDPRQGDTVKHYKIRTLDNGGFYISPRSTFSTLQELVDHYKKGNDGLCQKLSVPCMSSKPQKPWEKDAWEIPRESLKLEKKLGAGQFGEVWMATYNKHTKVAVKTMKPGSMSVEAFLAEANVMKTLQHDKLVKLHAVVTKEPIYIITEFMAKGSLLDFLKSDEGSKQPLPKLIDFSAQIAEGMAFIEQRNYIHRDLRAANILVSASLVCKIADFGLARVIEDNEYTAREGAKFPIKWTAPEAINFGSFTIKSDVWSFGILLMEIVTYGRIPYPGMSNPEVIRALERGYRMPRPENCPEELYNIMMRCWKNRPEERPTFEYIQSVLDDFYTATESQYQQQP
Numbers without * were called inactive; . = no result given; [ ] = dose if it differs, or a comment. The list is partial (hit frequency here may not be typical).

SMILES | Rad51 HR inh | eIF4E 4G PPI | EP2 antag | zVAD death inh | EP2 modulator | 14-3-3 Bad PPI | m-calpain inh | Tb hexokinase | Hck-Nef inh
Cc1c(Cl)cccc1N(CC(=O)NC1CCCCC1)S(C)(=O)=O | -6 | -4 | 13 | 2.1 | 3 | 10 | -24 | -4 | -6
O=C(NCCO)/C(=C/c1cccc([N+](=O)[O-])c1)NC(=O)c1ccco1 | 11 | -5 | 0 | 0.2 | 20 | -7 | -18 | -6 | 21
Cc1cccc(CCN2CCC(C(=O)c3ccc(NS(C)(=O)=O)cc3)CC2)n1 | -4 | 2 | 16 | . | . | 14 | -17 | . | .
O=C(COC(=O)c1ccc2c(c1)OCO2)NCc1ccc(Cl)cc1 | -4 | 1 | 7 | -0.1 | -40 | -7 | -1 | 3 | -1
CCc1nc(SCc2ccc(F)cc2)[nH]c(=O)c1C#N | 4 | 4 | 8 | -0.1 | 36 | 14 | -10 | 4 | 10
Cc1cc(NC(=O)CCC(=O)N(Cc2ccco2)C2(C(=O)NC3CCCCC3)CCN(C)CC2)no1 | 2 | -3[fluorescence artefact?] | 12 | -0.2 | 18 | -6[fluorescence artefact?] | -27 | 44 | 5
COc1cccc(CC2(CO)CCN(CC3=CC[C@H]4C[C@@H]3C4(C)C)CC2)c1 | 4 | 1 | 13 | -1.0 | -54 | -14 | -21 | 13 | 20
O=C(NNC(=O)C12CC3CC(CC(C3)C1)C2)[C@@H]1C[C@H]1c1ccccc1 | 5 | -1 | 9 | 16 | -8 | -5 | -8 | -3 | 24
COc1cc([C@H]2c3[nH]c4ccccc4c3C[C@H]3C(=O)N4[C@@H](c5cc(OC)c(OC)c(OC)c5)c5[nH]c6ccccc6c5C[C@H]4C(=O)N23)cc(OC)c1OC | -6 | 3 | 10 | 3.3 | 11 | 0 | -54 | -10 | 0
CCS(=O)(=O)c1ccc2oc(Nc3ccccc3C)nc2c1 | 1 | -5 | 8 | 0.6 | 32 | -3 | -12 | -3 | 2
COc1cc(OC)c(OC)cc1CNCCSc1nnnn1C | 1 | 1 | 12 | 1.6 | -7 | -3 | -22 | -2 | 13
COC(=O)[C@H](Cc1ccccc1)NC(=O)[C@@]1(C)C[C@@H]1[C@@H](NC(=O)OCc1ccccc1)c1ccccc1 | -2 | 2 | 16 | 10 | -19 | -2 | 5 | 6 | -3
CSc1ccc(CN2CCCC(CNC(=O)c3ccc(F)cc3)C2)cc1 (stereo not drawn) | . | -4 | 1 | -0.5 | -18 | 1 | 22 | 7 | -2
CSc1cccc(NC(=O)CN(c2cc(C)ccc2C)S(C)(=O)=O)c1 | 3 | 1 | 16 | 0.0 | -22 | 1 | -60 | -8 | 0
Cc1cccc(-n2c(Cc3cc(=O)[nH]c(=O)[nH]3)nnc2SCC(=O)NCC2CCCO2)c1 (stereo not drawn) | -1 | -5 | 2 | 0.3 | 8 | -1[fluorescence artefact?] | 13 | -2 | 1
Cc1cc(C)c(C2=CSC3=NS(=O)(=O)CCN23)c(C)c1 | . | -4 | 7 | -0.1 | -24 | -4 | -24 | 1 | 21
Cc1ccc(S(=O)(=O)NN2C(=O)c3ccccc3NC2c2ccccn2)cc1 (stereo not drawn) | -7 | 0 | 9 | 0.1 | 15 | -6 | -287 | 2 | 16
CCOc1ccccc1NC(=O)CSc1nnc2c(CC)c(C)nc(N)n12 | . | 6[fluorescence artefact?] | 10 | -0.3 | 12 | -10 | -2 | -4 | 1
CCN(CC)CCC(c1ccc(N(C)C)cc1)c1c(OC)cc(OC)c2c(-c3ccccc3)cc(=O)oc12 (stereo not drawn) | 3 | -3 | 5 | 3.1 | -13 | -1 | 5 | 2 | 10
COc1ccc(OC)c(NC(=O)c2cccnc2Sc2cc(C)ccc2C)c1 | -1 | -4 | 7 | 1.2 | 33 | -8 | 0 | -5 | 1

Complete entries, looked up by structure.
`COc1ccc(OC)c(NC(=O)c2cccnc2Sc2cc(C)ccc2C)c1` as listed: Rad51 HR inh = -1; eIF4E 4G PPI = -4; EP2 antag = 7; zVAD death inh = 1.2; EP2 modulator = 33; 14-3-3 Bad PPI = -8; m-calpain inh = 0; Tb hexokinase = -5; Hck-Nef inh = 1
`COC(=O)[C@H](Cc1ccccc1)NC(=O)[C@@]1(C)C[C@@H]1[C@@H](NC(=O)OCc1ccccc1)c1ccccc1` as listed: Rad51 HR inh = -2; eIF4E 4G PPI = 2; EP2 antag = 16; zVAD death inh = 10; EP2 modulator = -19; 14-3-3 Bad PPI = -2; m-calpain inh = 5; Tb hexokinase = 6; Hck-Nef inh = -3
`Cc1cc(NC(=O)CCC(=O)N(Cc2ccco2)C2(C(=O)NC3CCCCC3)CCN(C)CC2)no1` as listed: Rad51 HR inh = 2; eIF4E 4G PPI = -3[fluorescence artefact?]; EP2 antag = 12; zVAD death inh = -0.2; EP2 modulator = 18; 14-3-3 Bad PPI = -6[fluorescence artefact?]; m-calpain inh = -27; Tb hexokinase = 44; Hck-Nef inh = 5

(listing goes on)
SMILES | Rad51 HR inh | eIF4E 4G PPI | EP2 antag | zVAD death inh | EP2 modulator | 14-3-3 Bad PPI | m-calpain inh | Tb hexokinase | Hck-Nef inh
C=CCNC(=O)c1ccccc1NC(=O)c1ccccc1N(C)S(C)(=O)=O | -1 | 1 | 6 | 0.4 | 19 | -16 | -14 | 2 | -6
COc1ccc(NC(=O)CN2CCC(NC(=O)C3CCCCC3)CC2)cc1 | -2 | 2 | 2 | 0.8 | -3 | 4 | -4 | 8 | 6
CC(Oc1ccccc1Cl)C(=O)N(Cc1ccco1)C1CCS(=O)(=O)C1 (stereo not drawn) | -2 | 5[fluorescence artefact?] | 11 | -0.7 | 15 | -1[fluorescence artefact?] | 12 | 1 | -2
Cc1nn(C)c(C(=O)N/N=C/c2cc3c(cc2Br)OCO3)c1Br | 1 | 17 | 2 | 0.0 | -19 | 0 | 4 | -9 | 6
COC(=O)c1sccc1NC(=O)CC1C(=O)NCCN1C(=O)c1ccc(F)cc1 (stereo not drawn) | -6 | -2 | 4 | 0.2 | 2 | 4 | -15 | -10 | 5
O=C(Nc1cccc(Cl)c1)OCCN1CCN(Cc2ccccc2)CCC1=O | 8 | 0 | 20 | 0.1 | -61 | -2 | 9 | -1 | 3
Cc1ccc(NC(=O)CSc2nnc(-c3cccnc3)s2)cc1 | -10 | 3 | 13 | 1.6 | 4 | 9 | -6 | -1 | -1
CC(=O)c1c(C)[nH]c(C(=O)CSc2nnc(-c3ccco3)o2)c1C | -17 | -3 | 7 | 25 | -37 | 8 | -3 | 0 | 20
COCCCNC(=S)NNC(=S)Nc1cccc(Cl)c1 | 1 | -6 | 10 | 2.3 | 4 | -13 | 10 | -9 | -11
COc1ccc(Oc2nc3c(c(=O)n(C)c(=O)n3C)n2Cc2cccc(OC)c2)cc1 | -6 | . | 13 | 1.1 | . | . | . | -10 | 0
COc1ccc2c(C)cc(Sc3nnnn3-c3ccccc3)nc2c1 | -10 | 8 | 7 | 0.3 | 26 | 4 | 4 | -8 | 0
CCC1=C2CC[C@H]3C(=O)N(C)C(=O)[C@H]3[C@H]2[C@@]2(Cc3ccccc3)C(=NCC(=O)OC)OC(=O)N2C1=O | 3 | -5 | 9 | -0.4 | 19 | -3 | -11 | -8 | 20
CSc1nc(-c2ccccc2)nc(N)c1C(C)=O | . | -5[fluorescence artefact?] | . | 0.2 | -28 | 19[fluorescence artefact?] | 24 | -7 | 1
CC1(C)CNc2cc([N+](=O)[O-])ccc2S1 | -17 | 2 | 6 | 1.8 | -9 | -16 | -15 | -11 | 28
CC(=O)N(CCC(c1ccco1)C(C)C)Cc1ccc(OC(C)C)cc1 (stereo not drawn) | 14 | 0 | 6 | 0.8 | 35 | 1 | 12 | -9 | 13
Cc1ccc(NS(=O)(=O)c2ccc(C(=O)N3CCCN(C)CC3)cc2)cc1 | -10 | 5 | 12 | -0.3 | -22 | -12 | -4 | -3 | 3
Cn1cc([N+](=O)[O-])c(C(=O)NCc2cc3ccccc3[nH]2)n1 | 19 | 1 | 11 | -0.2 | 8 | -11 | -3 | -6 | -2
NC(=O)NC(=O)CSc1nc2cc([N+](=O)[O-])ccc2n1-c1cccc(C(F)(F)F)c1 | 9 | 4 | 3 | -1.3 | 27 | -7 | -39 | -13 | 28
COc1ccc(/C=C\C(=O)Oc2cccc(/C=N/NC(=O)Cc3ccc(OC)c(OC)c3)c2)cc1 | 4 | 4[fluorescence artefact?] | 11 | 1.1 | -17 | 1[fluorescence artefact?] | -17 | -17 | 3
COc1ccc(NC(=O)c2cccc([N+](=O)[O-])c2)cc1 | 2 | -1 | 0 | 2.4 | -17 | 5 | 28 | 2 | 19
COc1ccc(C(=O)N/C(=C/c2cccs2)C(=O)NCCCn2ccnc2)cc1OC | -7 | -7 | 4 | -0.1 | 4 | 35 | 22 | -18 | 1
N#CC(C#N)=C1C=CC=CN1/C(=C\c1ccco1)C(=O)c1ccc(-c2ccccc2)cc1 | -1 | -1 | 11 | 99* | 4 | 3 | -96 | -10 | 9
Cc1ccccc1NC1=C(Cl)C(=O)OC1OC(C)C (stereo not drawn) | -7 | 11 | 7 | -0.1 | -4 | -4 | -6 | -6 | 4
Cc1nn2c(-c3ccncc3)ccnc2c1Cl | 6 | -1 | 5 | 25 | 12 | 16 | -26 | -3 | 21
CCCn1nnnc1NC(=O)c1ccc(C)cc1Cl | 8 | 6 | 7 | -0.3 | 2 | 39 | 20 | -2 | 0
OCCCCNCc1ccc(OCc2ccc(Cl)cc2Cl)cc1 | -6 | -7 | 16 | 3.3 | -16 | 10 | -23 | 4 | -1
O=C(CC1Oc2ccccc2NC1=O)NCCCN1CCCC1=O (stereo not drawn) | -2 | 2 | 22 | 1.2 | -32 | -4 | 10 | -1 | 0
CC(=O)c1c(C)[nH]c(C(=O)NCCc2ccc(Cl)cc2)c1C | 0 | -1 | 3 | 2.1 | -36 | -10 | -19 | -2 | 9
Cc1ccc(C)c(NC(=O)CCN2CC(C)OC(C)C2)c1 (stereo not drawn) | -1 | 0 | 8 | 0.0 | 10 | 8 | -14 | -2 | 0
Cc1nn(-c2ccccc2)c(C)c1/C=N/NC(=O)c1cnccn1 | 21 | -4 | 4 | 1.1 | -23 | -2 | 21 | -76 | 8
Cc1ccc(-c2[nH]c3ccccc3c2C(C[N+](=O)[O-])c2ccco2)cc1 (stereo not drawn) | 2 | 5 | 13 | -0.5 | 22 | -6 | -14 | 1 | 0
O=C(CSCc1ccccc1)N/N=C/c1cc2c(cc1Br)OCO2 | . | -2[fluorescence artefact?] | 11 | 0.3 | -16 | -16 | -9 | 21 | 4
COc1ccc(N2CCN(c3ccc(N)cc3C#N)CC2)cc1 | -16 | -4 | 8 | -0.5 | -11 | -10 | 4 | -4 | 3
CCOC(=O)C1CCN(S(=O)(=O)c2c(C)n[nH]c2C)CC1 | 1 | -1[fluorescence artefact?] | 16 | 0.4 | -6 | -6[fluorescence artefact?] | -12 | 4 | -2
CC(C)(C)c1ccc(OCC(=O)N/N=C/c2ccsc2)cc1 | 1 | -4 | 9 | 0.1 | 12 | 4 | 34 | 3 | -1
O=C(Cn1c(=O)oc2cc(S(=O)(=O)N3CCc4ccccc43)ccc21)NC1CCCC1 | -3 | 3 | 14 | 1.0 | 5 | 1 | -20 | 0 | 1
COC(C[C@H](O)[C@@H](C)[C@@H](O)COCc1ccccc1)OC | 3 | 0 | 19 | 0.7 | 1 | 0 | -1 | -6 | 33
CC(=O)c1cccc(NC(=O)CSCc2ccccc2)c1 | 1 | 2 | 10 | 0.3 | -22 | 9 | 0 | 5 | 1
CCC(O)(c1ccc(OC)cc1)C(CN1CCOCC1)c1ccccc1 (stereo not drawn) | 0 | -1 | 3 | 0.7 | 41 | 4 | 1 | 2 | 4
